MCF10A rerep: inducers of DNA re-replication in MCF 10A breast cells | MCF 10A DNA re-replication, Hoechst nuclear intensity, 48 h | AID 624296 | hit rate 2.9% among 350,000 | Potency, µM (highest dose often 46.1 µM), for the others: top-dose activity, positive = re-replication, hits mostly activators; also: potency is read from the fitted curve at half-maximal effect; % of control where 0% means no effect; nearly all actives have a fitted effect of over 50% in size
HT1080-NT tox: kills 2HG-producing HT-1080-NT fibrosarcoma cells; hit rate 1.6% among 360,000; Potency, µM (highest dose often 46.1 µM), without a hit: at the top dose activity, negative = less viability, hits mostly cytotoxic; HT-1080-NT fibrosarcoma viability, CellTiter-Glo ATP luminescence, 48 h;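 also: NT is the 2HG producing partner of a matched IDH1 knockdown line; potency is read from the fitted curve at half-maximal effect; 0% = DMSO-treated cells and -100% = media-only wells without cells; nearly all actives have a fitted effect of over 55% in size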
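Viability of the 2HG-overproducing fibrosarcoma line after 48 hours of compound exposure at 37 degrees C was determined by luminescence with CellTiter-Glo, and concentration-effect curves were then fitted and categorized.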
SW480 rerep: induces DNA re-replication in SW480 colon adenocarcinoma cells; SW480 DNA re-replication, Hoechst DNA content imaging, 48 h; Potency, µM (titrated, usually from 46.1 µM), for the others: at the top dose re-replication activation, most hits filed as activators; hit rate 1.8% among 340,000; also: potency is read from the fitted curve at half-maximal effect; % of control where 0% means no effect; nearly all actives have a fitted effect of over 55% in size
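DNA re-replication was detected as more nuclei of elevated Hoechst intensity after 48 hr exposure to compound (23 nL pinned per well of 250 cells).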
HepG2 tox: counter-screen for TGF-b inhibitors: cytotoxicity in HepG2 cells | HepG2 CAGA-GFP viability, ATP luminescence, 18 h | Potency, µM (highest dose often 46.1 µM), for the others: at the top dose activity change, negative = cytotoxicity, hits mostly cytotoxic | hit rate 0.76% among 410,000; also: potency is read from the fitted curve at half-maximal effect; some results filed as inactive show a strong effect at the top dose
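HepG2 CAGA-GFP cells (1000/well, DMEM with 1% FBS) received compound, then TGF-beta at 500 pg/mL final, and were incubated 18 hours at 37 degrees C. Viability was read by CellTiter-Glo luminescence. Media-only wells were set as complete cell-killing and DMSO as no toxicity.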
S2 tox: reduces viability in counter-screen for ATXN expression inhibitors; hit rate 0.49% among 400,000; S2 cells (HEK-293 line with an ATXN2-luciferase reporter) viability, CellTiter-Fluor protease fluorescence, 24 h; AID 651635; Potency, µM (series often up to 56.7 µM), hits mostly cytotoxic; also: potency is read from the fitted curve at half-maximal effect; nearly all actives have a fitted effect of over 40% in size
HT1080 IDH1KD tx: HT-1080 IDH1 knockdown cell toxicity (counter line) | HT-1080 IDH1 knockdown viability, ATP luminescence, 48 h | Potency, µM (series often up to 46.1 µM), without a hit: at the highest dose activity, negative = toxicity, usual class: cytotoxic | hit rate 2% among 360,000;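 also: potency is read from the fitted curve at half-maximal effect; 0% = DMSO wells and -100% = cell-free medium wells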
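Viability of IDH1-knockdown HT-1080 fibrosarcoma cells was assessed by CellTiter-Glo after 48 h at 37 °C with titrated compound; concentration-effect curves were classified by fit quality and response size.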
ATXN2 expr inh: reduces ATXN2 reporter expression in HEK-293 cells | Potency, µM (highest dose often 57 µM), for inactives: at the highest dose activity change, negative = inhibition, hits mostly inhibitors | HEK-293 ATXN2-luciferase reporter, luminescence, 24 h | hit rate 0.72% among 360,000; also: potency is read from the fitted curve at half-maximal effect; % is scaled to controls: 0 for no effect and ±100 for the full control effect; nearly all actives have a fitted effect of over 55% in size
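qHTS (up to 57 uM final) was run with 24 h compound exposure of reporter cells at 37 °C. Each well was multiplexed: SteadyGlo luminescence measured ATXN2-luciferase expression after a fluorogenic Gly-Phe-AFC viability readout (25 uM final).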
KB-3-1 cytotox: KB-3-1 parental cell cytotoxicity | AID 1347075 | KB-3-1 viability, CellTiter-Glo ATP luminescence, 72 h | Potency, µM (doses to about 46.1 µM), without a hit: at the highest dose activity change, negative = cytotoxic, hits mostly cytotoxic | hit rate 1.4% among 400,000; also: potency is read from the fitted curve at half-maximal effect; % is scaled to controls: 0 for no effect and ±100 for the full control effect; nearly all actives have a fitted effect of over 60% in size
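Cells are dispensed, compounds pinned in, plates held at 37 °C for 72 h, then CellTiter-Glo is added and luminescence read after 10 minutes. Cell line: parental KB-3-1 in phenol-red-free DMEM, 10% FBS.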
IL-1B inflam inh: blocks inflammasome-driven IL-1 beta release. THP-1 LPS/ATP IL-1B secretion, AlphaLISA, 16 h; hits give low values. activity change, % at 57.5 µM. hit rate 4.7% among 360,000. AID 743279; in the data active = activity change below about -50%; inconclusive = mostly about -30% to -49%; also: % is scaled to controls: 0 for no effect and ±100 for the full control effect
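THP-1 cells pretreated 1 hr with compounds (up to 57.5 uM final), then stimulated with LPS (250 ng/mL final) plus ATP (1.25 mM final); secreted IL-1B measured by AlphaLISA after 16 hr, decreased signal indicating inhibition.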
Starred values were filed as active, the others as inactive; i = inactive; ? = inconclusive; / = not tested or not shown; & = joins results of further samples; [ ] = remark or other dose. Unless noted, calls follow the shape of the dose curve; as a rule, active = well fitted curve in the direction sought with a large enough effect; inconclusive = small, poorly fitted or top-dose-only effect, or another doubt; inactive = no such curve, though single readings can be large; an effect the other way counts as inactive or inconclusive.

SMILES | MCF10A rerep | HT1080-NT tox | SW480 rerep | HepG2 tox | S2 tox | HT1080 IDH1KD tx | ATXN2 expr inh | KB-3-1 cytotox | IL-1B inflam inh
CC(=O)Nc1cccc(NC(=O)c2ccccc2Cl)c1 | / | 10% | / | -9% | i | 22% | 19% | 0% | 24
CCOC(=O)N1CCN(C2OC(=O)c3ccccc32)CC1 (stereo not given) | 2% | 10% | -12% | 2% | i | 6% | -5% | -17% | 17
O=C(CSc1ccccc1)NNC(=O)c1ccncc1 | -18% | 13% | -37%[inhibitor] | 0% | i | 18% | 3% | 0% | 29
COc1ccc(CCC(C)Nc2ccc(F)c(F)c2)cc1 (stereo not given) | 9% | 7% | -3% | -2% | i | 4% | -14% | -5% | 5
COc1cc(C(=O)Nc2ccc(OCc3cc(=O)n4cc(C)sc4n3)cc2)cc(OC)c1OC | / | / | / | 2% | i | / | 5% | -3% | /
COc1ccc(OC)c(S(=O)(=O)N2CCC(c3nc4ccccc4[nH]3)CC2)c1 | 10% | -1% | -1% | -7% | i | -2% | 1% | -11% | -11
COc1cc(-c2nc(CN3CCN(CC(C)C)C(=O)[C@@H]3C)c(C)o2)ccc1F | 1% | 1% | 6% | -18% | i | 11% | -11% | -2% | 7
Cc1ccc(SCc2nnc(N)s2)cc1 | ? | -6% | -7% | 1% | i | -10% | 10% | 3% | 30
COc1ccc2[nH]c(=O)c(CN(CC3CCCO3)S(=O)(=O)c3ccccc3)cc2c1 (stereo not given) | -5% | -17% | 0% | -3% | i | -1% | -2% | -5% | -10
CCOc1ccc(NC(=O)COC(=O)C2CC2C)cc1 (stereo not given) | -22% | 10% | -13% | 13% | i | 12% | 51%[activator] | 1% | 9
S=C(Nc1ccc2cn[nH]c2c1)Nc1ccc(Cl)cc1Cl | 1% | 14% | -14% | -4% | i | 9% | / | -4% | -18
O=S(=O)(NCC1CCCO1)c1ccc(S(=O)(=O)N(Cc2ccc(F)cc2)C2CCCCC2)cc1 (stereo not given) | 19% | 2% | 8% | -18% | i | 1% | -5% | -9% | -2
O=C(NCc1ccc(OC(F)(F)F)cc1)C1CC2Cn3c(nc4ccccc43)C2N1Cc1ccccc1 (stereo not given) | 8% | 5% | -4% | 4% | ? | -2% | -1% | -2% | -12
COCCNC(=O)C1CC(c2ccc([N+](=O)[O-])cc2)=NO1 (stereo not given) | -3% | 5% | 1%[9.22 µM] | -1% | i | 7% | 2% | 16% | 11
Cc1cc(C)c2oc(-c3cccc(NC(=O)c4ccc(-c5cccc([N+](=O)[O-])c5)o4)c3)nc2c1 | / | / | / | 10% | i | / | 2% | 7% | /
CCOC(=O)C(C(=O)OCC)N(C#N)c1nc(OC)nc(N(C)C)n1 | -1% | 7% | -1%[9.22 µM] | 5% | i | 13% | -4% | 1% | -23
Cn1nc(C(=O)NC2CCCN(Cc3ccccc3F)C2)c2ccccc2c1=O (stereo not given) | 6% | -3% | -22% | 0% | i | -3% | -9% | 4% | i
Cc1noc(C)c1NC(=O)N(C)C[C@@H]1OCc2cnnn2CCCC(=O)N([C@H](C)CO)C[C@@H]1C | / | 2% | / | -4% | i | -2% | 9% | -14% | -18
COC(=O)c1nnn(-c2nonc2N)c1COc1ccc(C=O)cc1OC | ? | -27% | ? | -46% | i | ? | / | 5% | 4
Cc1ccc(-n2c3c(c(=O)[nH]c2=O)C(C(F)(F)F)(C(F)(F)F)NC(=O)N3)cc1 | 1% | -4% | -8% | 1% | i | -2% | 4% | 2% | -24
CSC1=N/C(=C\c2ccccc2Cl)C(=O)N1N(C)C | -2% | 4% | -22% | -12% | ? | 7% | -14% | 0% | -9
CCc1ccccc1NC1Nc2cc(C)nn2S1 (stereo not given) | -3% | 8% | 6% | 4% | i | 12% | 3% | 0% | 32
Cn1c(NC(=O)/C=C/c2c(F)cccc2Cl)cc(=O)n(C)c1=O | 6% | 24% | -1% | 1% | i | 17% | 7% | -4% | 27
O=C(NCC1(c2ccccc2)CCOCC1)c1cccs1 | 7% | 22% | -1% | -16% | i | 12% | -14% | -1% | 7
Cc1cc(/C=C2/SC(=S)N(c3ccc([N+](=O)[O-])cc3)C2=O)c(C)n1-c1cccnc1 | 4% | -9% | -697%[inhibitor] | -18% | ? | -9% | ? | ? | 39
COc1cccc(OC)c1C(=O)Nc1cc2c(cc1N1CCOCC1)n(C)c(=O)n2C | 7% | -2% | -20% | 14% | i | 4% | 12% | 10% | ?
COc1ccc2oc(C(=O)OCC(=O)N3CCN(S(=O)(=O)c4ccccc4)CC3)c(C)c2c1 | 1% | -4% | 12% | -10% | i | -7% | -6% | 15% | 3
O=C(O)CC1(CC(=O)N2CCOCC2)CCCC1 | -7% | 24% | -9% | -15% | i | 22% | -11% | -4% | 8
COc1cccc(C2Nc3ccccc3NC3=C2C(=O)CC(C)(C)C3)c1OC (stereo not given) | -6% | 1% | -86%[inhibitor] | -2% | i | 4% | -1% | 1% | -3
O=C(NNC1CC(c2ccccc2)=NN1C(=O)c1ccccc1)c1ccccc1 (stereo not given) | 3% | -7% | 6% | -30% | i | -10% | -26% | 31% | -7
CCOc1ccc(N(CC(=O)NCC2CCCO2)S(=O)(=O)c2ccc(SC)cc2)cc1 (stereo not given) | -3% | -1% | -9% | -23% | i | 12% | -5% | -1% | -6
C#CCOCCOCCOCCNc1nc(N2CCN(C(=O)[C@H]([C@@H](C)CC)n3cc([C@@H](N)CC(C)C)nn3)CC2)nc(N2CCN(C(=O)[C@H]([C@@H](C)CC)n3cc([C@@H](N)CC(C)C)nn3)CC2)n1 | -5% | 1% | -2% | 11% | i | 3% | 1% | 12% | -15
Cc1ccc(-c2noc(CCC(=O)NC3CCCc4ccccc43)n2)cc1 (stereo not given) | ? | -27% | -2% | -25% | i | -23% | -6% | -11% | -12
Cc1ccc(-c2cc3nc(-c4ccccc4)cc(N4CCC5(CC4)OCCO5)n3n2)cc1 | ? | -3% | 18µM* | -5% | i | 8% | 3% | -4% | 0
Cc1ccc(NC(=O)CN2CC(C)SC2=NC2CCCCC2)cc1 (stereo not given) | ? | ? | ? | -33%&-24% | ? | -30% | -18%&-19% | -11%&-5% | -20&-11
O=C1c2ccccc2C(=O)N1C/C=C/c1ccccc1 | -3% | 1% | 1%[9.22 µM] | 3% | i | -1% | 5% | 12% | -23
O=C(NC1CC1)C1=C[C@H](C2CC2)C[C@H](OCCCCO)O1 | -8% | 16% | ? | -8% | i | 8% | 10% | 0% | 2
CC1(CCC(=O)N2CCCC(N3CCN(c4ccc(F)cc4)CC3)C2)CC1 (stereo not given) | ? | 3% | 8% | -3% | i | -3% | 3% | / | -7
CCOc1cc2c3c(c1)C1(Nc4ccccc4S1)C(=O)N3C(C)(C)CC2C (stereo not given) | 21µM* | ? | ? | -35% | i | ? | -12% | 0% | 15
COc1cccc(N2CCN(C(=O)CCNS(=O)(=O)c3ccc4c(c3)c(=O)n(C)c(=O)n4C)CC2)c1 | -2% | 3% | 0% | -17% | i | -1% | -6% | -2% | -22
COCCNC(=O)c1cc(-c2ccc(OC)c(OC)c2)on1 | 2% | 1% | -16% | 1% | i | 21% | 19% | 5% | -6
CN(Cc1ccccc1)C(=O)C1CCC(CNS(=O)(=O)c2ccc3c(c2)CCCC(=O)N3)CC1 (stereo not given) | / | / | / | -29% | i | / | -9% | ? | /
Cc1cccc2c(N=Nc3ccccc3)c(O)[nH]c12 | -4% | -30% | -6% | -20% | i | -23% | 90%[activator] | 7% | 20
Cc1ccccc1C(=O)N1CCN(c2ccc(NC(=O)c3ccc([N+](=O)[O-])o3)cc2)CC1 | ? | 1.3µM* | 1.6µM* | 1.1µM* | ? | 2.6µM* | -28% | 5.8µM* | -95*
Brc1ccc(N=C/C=C/C=C/Nc2ccc(Br)cc2)cc1 | 3% | 0% | 5% | -13% | i | -4% | 6% | 6% | 16

Just KB-3-1 cytotox, IL-1B inflam inh and MCF10A rerep, for 4 of the compounds above:
SMILES | KB-3-1 cytotox | IL-1B inflam inh | MCF10A rerep
CC1(CCC(=O)N2CCCC(N3CCN(c4ccc(F)cc4)CC3)C2)CC1 (stereo not given) | / | -7 | ?
CCOc1cc2c3c(c1)C1(Nc4ccccc4S1)C(=O)N3C(C)(C)CC2C (stereo not given) | 0% | 15 | 21µM*
COc1cccc(N2CCN(C(=O)CCNS(=O)(=O)c3ccc4c(c3)c(=O)n(C)c(=O)n4C)CC2)c1 | -2% | -22 | -2%
COCCNC(=O)c1cc(-c2ccc(OC)c(OC)c2)on1 | 5% | -6 | 2%

Carrying on:
SMILES | MCF10A rerep | HT1080-NT tox | SW480 rerep | HepG2 tox | S2 tox | HT1080 IDH1KD tx | ATXN2 expr inh | KB-3-1 cytotox | IL-1B inflam inh
CCC(=O)Nc1ccc(Cl)c(NC(=O)c2ccc([N+](=O)[O-])cc2)c1 | -3% | -3% | 0% | 6% | i | -8% | 0% | -3% | -1
Cc1cc(C(=O)Nc2ccc3c(c2)CCC3)ccc1[N+](=O)[O-] | 7% | -4% | -1% | 8% | ? | 5% | 125%[activator] | 0% | -69*
CC(/C=N/n1cnnc1)=C\c1ccccc1 | 1% | 12% | -3% | -21% | i | 16% | -28% | 5.2µM* | 3
COc1ccc(CC(=O)OCC(=O)Nc2ccc3c(c2)OCO3)cc1 | 10% | 0% | -1% | -6% | i | 1% | -3% | 18% | 16
CCO[C@@H]1OC(C(=O)N2CCN(Cc3ccc4c(c3)OCO4)CC2)=C[C@H](c2csc3ccccc23)[C@H]1CCCO | ? | -10% | -7% | -19% | ? | ? | ? | -2% | ?
Nc1ccc(N=Nc2ccccc2)c2cccnc12 | 0% | -8% | -5% | -12% | ? | -9% | 54%[activator] | -1% | -21
CN(CC(=O)NCc1ccccn1)S(=O)(=O)c1ccc(Cl)cc1 | -4% | 11% | -5% | 9% | i | 14% | 3% | 0% | 16

Compounds as they come; overall some 8.9% were active at least once.
